From PubChem
phage Ecoli inh: E. coli growth loss with phage present. growth absorbance. AID 651602. inhibition, % at 11.9 µM. actives 0.26% (n = 360,000); in the data active = inhibition above about 11%
PfHsp90 set2: inhibits growth of yeast expressing Plasmodium falciparum Hsp90; S. cerevisiae expressing PfHsp90, BacTiter-Glo ATP, 48 h; yeast lacking PDR1 and PDR3 efflux regulators; inhibition, % at 9.4 µM; actives 0.32% (n = 310,000); AID 504621;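 active = every replicate shows inhibition above about 80%, whatever the replicate mean, limit read from the data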;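 note: 0% = DMSO neutral controls and 100% = 20 µM radicicol positive controls; yeast relying on Plasmodium falciparum Hsp90 in place of its own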
MOR-DOR inv ag: mu-delta opioid heterodimer inverse agonism; P35372+P41143; actives 0.21% (n = 340,000); inhibition, % at 9.3 µM; cell-based MOR-DOR heterodimer luminescence; in the data active = inhibition above about 22%, passing the limit was not always enough;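 note: 0% = cells with DMSO and 100% = wells without cells with DMSO; values of inactives mirror those of a sister screen read the other way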
Target sequence (P35372 whole entry, looked up): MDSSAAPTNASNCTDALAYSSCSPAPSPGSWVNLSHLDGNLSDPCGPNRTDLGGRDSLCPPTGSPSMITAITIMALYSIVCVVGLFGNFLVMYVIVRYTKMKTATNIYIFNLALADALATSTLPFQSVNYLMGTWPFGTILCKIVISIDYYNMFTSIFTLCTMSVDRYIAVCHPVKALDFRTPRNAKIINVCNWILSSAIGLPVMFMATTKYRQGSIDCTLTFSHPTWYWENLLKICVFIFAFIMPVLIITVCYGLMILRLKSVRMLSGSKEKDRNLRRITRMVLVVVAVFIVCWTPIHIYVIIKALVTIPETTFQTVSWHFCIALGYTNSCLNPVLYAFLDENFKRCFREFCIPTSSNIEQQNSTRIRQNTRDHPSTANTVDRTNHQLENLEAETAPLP
Target sequence (P41143 whole entry, looked up): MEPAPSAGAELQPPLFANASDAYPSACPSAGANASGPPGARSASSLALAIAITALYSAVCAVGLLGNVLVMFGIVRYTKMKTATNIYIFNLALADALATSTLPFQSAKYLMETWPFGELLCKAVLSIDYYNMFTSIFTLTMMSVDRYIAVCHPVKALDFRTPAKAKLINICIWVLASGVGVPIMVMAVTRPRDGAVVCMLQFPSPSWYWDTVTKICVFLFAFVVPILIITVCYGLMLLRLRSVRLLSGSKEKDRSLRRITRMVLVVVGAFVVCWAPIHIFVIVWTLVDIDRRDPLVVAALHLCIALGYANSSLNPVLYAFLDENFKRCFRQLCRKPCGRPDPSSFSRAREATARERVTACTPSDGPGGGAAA
PKA-R1A activ: PKA-R1A complex activation. AID 504707. activation, % at 11.4 µM. actives 0.083% (n = 340,000). P00514+P68181. PKA-R1A dissociation, Cy5-IP20 fluorescence polarization; scaled: DMSO 0%, 113 µM cGMP 100%;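 active = percent activation above the mean of all tested compounds plus 3 SD, cut at about 19% in these data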;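 note: higher means more PKAc released from R1A so a rise in polarization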
Ecoli viability: counter-screen for AddAB inhibitors: E. coli growth inhibition; inhibition, % at 11.9 µM; AID 449728; E. coli V3065 growth, OD600 absorbance, 18 h; actives 0.27% (n = 330,000);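 active = inhibition above the campaign's mean inhibition across all tested compounds plus 3 SD, cut at about 9.9% in these data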;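 note: uninfected addAB+ strain grown without phage in ampicillin broth; 0% = DMSO wells and 100% = ciprofloxacin 0.95 µg/ml wells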
AddAB inh: less growth of phage-infected E. coli with AddAB | E. coli expressing H. pylori AddAB, absorbance growth | inhibition, % at 11.9 µM | actives 0.29% (n = 330,000) | AID 435030; in the data active = inhibition above about 12%;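 note: 0% = vehicle wells of infected cells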
Mot1-301 SUMO: inhibitors of SUMOylation pathway: yeast Mot1-301 growth rescue; S. cerevisiae Mot1-301 growth rescue, ATP luminescence, 38.5C; percent above DMSO median, 100 means doubled; growth rescue, % at 18.8 µM; actives 1% (n = 320,000); AID 2716;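 active = every valid replicate shows activation above 250% relative to neutral control wells; inactive = the rest, any valid replicate at or below 250%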;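 note: OY570 slx delta 5 strain wells were the positive control but not used for scaling; some compounds called inactive have numbers as strong as hits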
Tat transport: inhibitors of E. coli Tat protein transport; E. coli MC4100 TorA-mCherry Tat export, fluorescence; actives 0.036% (n = 340,000); inhibition, % at 10 µM;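 active = mean replicate inhibition at least 50% and at least half of replicates individually reaching 50%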;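 note: exported cargo escapes ClpAP degradation while cytoplasmic cargo is degraded and loses fluorescence; 0% = median of neutral control wells and 100% = median of NaSCN control wells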
Arrestin-AP2 inh: human beta-arrestin and AP2 interaction inhibition. FITC-arrestin peptide / GST-AP2 beads, flow cytometry; AP2 beta2 appendage carries R879A mutation. inhibition, % at 10 µM. actives 0.31% (n = 340,000). AID 504490;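 active = inhibition above a set limit, near 3 SD of compounds lacking own fluorescence, cut at about 54% in these data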;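 note: plate controls were DMSO wells for no effect and 5 µM unlabelled arrestin peptide for full effect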
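Assay system: GST-AP2 R879A bound to glutathione beads, E. coli-expressed; Medium: PBS with 0.05% Tween 20 and 0.1% BSA; Also added: fluorescein-tagged arrestin peptide at 50 nM final; Timing: 12 min plus 1 h, RT; Measured by: flow cytometry, FL1 (488/535 nm); Evaluation: percent drop in bead-associated FITC signal.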
DSG3 Ab inh: human desmoglein-3 autoantibody binding inhibition | binding (percent of control), % at 10 µM | actives 0.48% (n = 310,000) | P32926 | DSG3-coupled beads, scFv-anti-DSG3-GFP binding, flow cytometry; hits give low values;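 active = binding more than 3 SD below its plate's average and above zero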;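 note: hits lower antibody fragment binding to DSG3; some compounds called inactive have numbers as strong as hits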
MOR-DOR ag: OPRM1-OPRD1 heterodimerization agonism. AID 504326. actives 0.3% (n = 340,000). P35372+P41143. activation, % at 9.3 µM. cells, luminescence; in the data active = activation above about 18%;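 note: 0% = vehicle-treated cells and 100% = reference agonist; values of inactives mirror those of a sister screen read the other way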
Active calls of the source: *; i = inactive; nt = no result given.

Order of results – phage Ecoli inh, PfHsp90 set2, MOR-DOR inv ag, PKA-R1A activ, Ecoli viability, AddAB inh, Mot1-301 SUMO, Tat transport, Arrestin-AP2 inh, DSG3 Ab inh, MOR-DOR ag
N=c1oc2cc(O)ccc2cc1C(=O)Nc1ccc(Br)cc1
  1.8, -14, -10, -3, -1.3, -0.4, 4, 1, 31, 99, 2.2
CC(=O)Nc1ccc(S(=O)(=O)Oc2ccc(C(=S)N3CCCCC3)cc2)cc1
  2.6, -20, -2, 3, 1.4, 3.1, -24, 8, -4, 99, 0.3
NC(=O)c1ccc(NC(=O)CS(=O)(=O)c2cn(CC(=O)N3CCCC3)c3ccccc23)cc1
  0.6, -6, 12, 5, -0.6, 1.6, 10, -1, -11, nt, -2.2
N#CCc1ccc(NC(=O)c2ccc(S(=O)(=O)N3CCCC3)cc2)cc1
  0.7, -13, -12, -2, 0.9, 6.0, 12, 7, 14, nt, 1.9
CCn1c(N)c(C(=O)NCCOC)sc1=S
  2.1, -20, 12, -5, -0.2, 0.0, nt, -5, 3, 105, -2.0
CCOC(=O)C1CCN(C(=O)c2cccc(NS(=O)(=O)c3ccc(F)c(F)c3)c2)CC1
  1.1, -5, 7, 6, 1.3, 1.7, 147, -4, 27, 93, -1.5
Cc1ccc(-c2cc(C(=O)Nc3cnn(C(C)C)c3)no2)cc1
  0.3, -4, -4, 8, 0.1, 0.8, 10, -3, 26, 101, 0.7
CCOC(=O)c1sc(NC(=O)C2CC(=O)N(c3ccccc3C)C2)nc1C (stereo unspecified)
  0.5, 22, 5, -4, -0.3, 0.3, -8, -2, -7, nt, -0.6
CCn1c(=O)cc(SCC(=O)Nc2cccc(SC)c2)c2ccccc21
  -0.1, nt, -12, 7, 1.3, -0.4, 290, 8, 6, nt, 2.0
CSc1nsc(SC)c1C(=O)OCC(F)(F)F
  4.4, -20, -1, -18, -0.3, 3.0, -1, 15, 11, nt, 0.1
Cc1ccc(/C=N\NC(=O)C2CN(S(=O)(=O)c3ccccc3)CCN2S(=O)(=O)c2ccccc2)cc1 (stereo unspecified)
  2.9, -11, -19, 11, -1.2, 1.4, -10, 7, 8, 98, 3.5
O=C(Cc1cccs1)Nc1ccc(Cl)cc1
  2.5, 17, 10, 4, -0.9, 0.9, 34, -3, 8, 98, -1.8
CC(C)CN(Cc1cc2ccccc2[nH]c1=O)C(=O)c1cccnc1
  1.2, nt, 5, -1, -1.1, -0.2, -15, -3, -2, 107, -1.1
C=CCSc1nc2sc(C)c(C)c2c(=O)[nH]1
  2.1, -32, -9, -12, 7.6, 17*, 2, -6, 2, 100, 1.6
O=S(=O)(c1ccccc1F)N1CCN(CCc2ccccc2)CC1
  2.5, 13, -35, 11, 0.6, 2.2, -4, -4, 1, 100, 7.6
Cc1ccc(-n2c(-c3ccc(Cl)cc3)n[nH]c2=S)cc1
  1.0, 5, 2, -9, nt, nt, i, -16, -3, 104, -0.5
O=C(O)CN=C1NC2(CCCC2)Cc2ccccc21
  2.8, -31, 8, -10, 0.7, -0.2, 65, -3, 12, 97, -1.5
O=C(OCCN(C1=NS(=O)(=O)c2ccccc21)c1ccccc1Cl)c1ccc(Cl)cc1
  4.0, nt, 13, -4, 1.2, 0.9, -5, 1, 0, 97, -2.6
C(/C=C/c1ccco1)=N/N1CCN(c2ccccc2)CC1
  -3.0, 27, 9, 3, 0.0, 4.5, 4, -8, -5, nt, -2.1
COc1cccc(NS(=O)(=O)c2ccc3c(c2)C2C=CCC2C(c2ccc(C(=O)O)cc2)N3)c1 (stereo unspecified)
  0.9, -26, -6, 3, 0.8, 4.2, 114, 0, 0, 99, 1.0
Cc1ccccc1OCC(=O)N/N=C/c1cccn1C
  2.8, -10, -10, -3, 1.8, 1.0, -5, -4, -2, 86, 1.9
O=C(NCc1ccc2c(c1)OCO2)c1cc2ccccc2oc1=O
  0.1, 7, 6, -12, -1.0, -1.6, -3, 1, -1, 102, -1.0
O=C(NCCS(=O)(=O)N1CCN(c2ccccc2F)CC1)c1ccc2c(c1)OCO2
  2.4, 3, 23, -8, 1.0, 0.7, 12, 3, 3, 96, -4.8
COc1ccccc1-c1cc(C(F)(F)F)nc(S(=O)(=O)CCCC(=O)Nc2cccnc2Cl)n1
  -2.7, -29, 8, -2, nt, nt, nt, -3, 15, 106, -1.6
COc1ccc(C2C(C(C)=O)=C(O)C(=O)N2c2ccc(Br)cc2)cc1 (stereo unspecified)
  3.4, 9, 12, 4, -1.0, 2.4, 1, -8, 5, 115, -2.3
Cc1nn(C)c2ncc(C(=O)c3cc(F)ccc3O)cc12
  0.7, nt, 11, -2, 1.7, 3.9, 9, -1, 14, 104, -2.3
CN1CCN(c2ccc(NC(=O)CSc3nnnn3-c3ccccc3F)cc2)CC1
  -0.3, 8, 12, 1, 0.8, 0.2, -13, 0, -2, 83, -2.3
CN(c1ccc(F)cc1)S(=O)(=O)c1ccc(Cl)c(C(=O)NC2(C)CCS(=O)(=O)C2)c1 (stereo unspecified)
  -0.9, -3, 4, 2, -0.3, 1.5, -1, -8, -2, 93, -0.9
COc1ccc(NC(=O)CSc2nnc3ccc(-c4ccncc4)nn23)cc1OC
  2.0, -15, 8, 8, 1.1, 0.8, -13, -2, -7, 100, -1.4
Cc1ccccc1CNC(=O)c1ccc(Cl)c([N+](=O)[O-])c1
  2.8, 7, -16, 9, 0.5, -1.1, -2, 7, 14, nt, 3.0

An excerpt from above in order of their number in Tat transport, largest number first:
SMILES	Tat transport
O=C(NCc1ccc2c(c1)OCO2)c1cc2ccccc2oc1=O	1
O=C(Cc1cccs1)Nc1ccc(Cl)cc1	-3
C=CCSc1nc2sc(C)c(C)c2c(=O)[nH]1	-6

Further records:
Order of results – phage Ecoli inh, PfHsp90 set2, MOR-DOR inv ag, PKA-R1A activ, Ecoli viability, AddAB inh, Mot1-301 SUMO, Tat transport, Arrestin-AP2 inh, DSG3 Ab inh, MOR-DOR ag
Clc1ccc(CNC2CCCC2)c(Cl)c1
  3.1, -4, 2, 1, 3.0, 1.1, -7, 2, -2, 101, -0.4
COCCn1nnnc1SCC(=O)N1CCCCC1
  2.5, 14, -18, 4, -0.2, 3.4, 183, 4, 3, 106, 3.2
Cc1nc(Cl)sc1C(=O)Nc1cccc(C(F)(F)F)c1
  3.7, 3, 1, 6, nt, nt, nt, 6, -13, 112, -0.2
CC(=O)N/C(=C\c1ccc(Br)s1)C(=O)O
  nt, 8, 14, -3, -2.6, -1.2, -4, -18, 11, 101, -2.8
Nc1c(N(Cc2ccco2)C(=O)COc2ccccc2Cl)c(=O)[nH]c(=O)n1Cc1ccccc1
  -0.8, 17, 12, 0, 0.5, -0.4, -8, -5, -6, 100, -3.1
O=C(Nc1cccc(Cl)c1)OCc1cn(-c2ccc(Cl)cc2)nn1
  1.6, nt, 10, 13, -0.6, 1.3, nt, -2, 36, 103, -2.0
CCC(=O)Nc1nnc(S(=O)(=O)N2CCCC2)s1
  2.7, 11, 10, -5, -1.6, -0.7, -2, 4, 10, 102, -1.8
CCCC(=O)NC(=S)Nc1ccc(CN2CCOCC2)cc1
  1.7, 16, 14, 5, 0.4, 1.7, -13, 1, 3, 98, -2.8
CCCCSc1cc(=O)n(-c2ccccc2)nc1C(=O)OCC
  1.4, -2, 6, -5, 1.2, 0.3, 15, 0, -4, 99, -1.2
O=C1CN(C(=O)COC(=O)c2ccc(N3CCCCCC3)c([N+](=O)[O-])c2)c2ccccc2N1
  2.6, 3, 3, -4, -1.4, 3.5, -10, 7, -6, 84, -0.6
Cc1ccnc(N2C3CCC2CC(O)(c2ccccc2)C3)n1 (stereo unspecified)
  3.0, 5, 5, 1, 2.9, 0.0, -9, -4, -12, 101, -1.0
CCOC(=O)c1cnc2ccc(OC)cc2c1NCc1ccccc1
  3.9, -5, 10, -1, 2.2, 0.3, -8, 4, -13, 104, -1.8
CC1CCCC(C)N1CCCNC(=O)c1ccc2nc(N3CCOCC3)sc2c1 (stereo unspecified)
  1.4, 5, 3, 7, 0.2, -0.6, -3, 2, 0, 117, -0.5
CC(C)[C@H](NC(=O)c1ccc(F)cc1)C(=O)OCC(=O)NC(=O)c1cccn1C
  4.8, -10, 10, 14, -1.3, 1.8, -17, 0, 36, 91, -2.1
Cc1cc2c(n1-c1ccc(C(N)=O)cc1)CC(C)(C)CC2=O
  1.6, nt, -2, 5, -0.9, -0.8, 4, 3, 2, 92, 0.3
CCOC(=O)C1(Cc2cccc(Cl)c2)CCCN(C(=O)c2cn[nH]c2)C1 (stereo unspecified)
  1.2, 3, 2, -7, -1.4, 1.2, 25, -1, 67*, nt, -0.5
C[C@H](CO)N1C[C@H](C)[C@@H](CN(C)C(=O)NC2CCCCC2)Oc2c(NS(=O)(=O)c3ccccc3)cccc2C1=O
  2.2, -13, -24, -10, -0.3, -0.4, -23, 2, 5, 109, 4.4
C=CCOc1cccc(/C=N/NC(=O)CN2CCCCC2)c1
  -1.4, -9, 6, -8, 2.1, 1.6, 122, -2, -17, 114, -1.4
Cc1cc(C(=O)CN2C(=O)NC3(CCCc4sccc43)C2=O)c(C)n1-c1ccc(Cl)cc1 (stereo unspecified)
  4.7, 8, -21, -8, 3.2, -1.4, -33, -6, 2, 92, 2.9
